Pf apPOL inh = Pf-apPOL DNA polymerase inhibition; Recombinant Pf-apPOL, molecular beacon fluorescence, 1.5 h; inhibition, % at 10 µM; 210,000 compounds, 0.25% hits; AID 1794808
mHTT CaM bind = disrupts binding of mutant huntingtin to calmodulin. 190,000 compounds, 3.6% hits. AlphaScreen His-mHTT/GST-CaM binding, luminescence. inhibition, % at 15 µM;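 also: 0% = both proteins with DMSO and 100% = one protein alone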
* = called active by the depositor; · = not tested or not shown; & = joins results of further samples. Rule as the data show it: active = inhibition above about 50%; inactive = the rest. Not all compounds are listed; rates above refer to the full screens.

molecule	Pf apPOL inh	mHTT CaM bind
COc1ccccc1N1C(=O)C2C(c3cccc(OC)c3O)NC(CC(C)C)(C(=O)O)C2C1=O (configuration not stated)	-7	0
Cc1cc(Cl)ccc1NC(=O)C1CC(=O)NC(Nc2nc3ccccc3s2)=N1 (configuration not stated)	-6	1
CC1CCCN(CC2CCN(S(=O)(=O)Cc3ccc(Cl)cc3)CC2)C1 (configuration not stated)	-1	0
O=C(Nc1ccc(F)c(Cl)c1)c1cc2nc(-c3ccco3)cc(C(F)(F)Cl)n2n1	-2	10
CCN(C(=O)c1cc2cc3ccc(OC)cc3nc2o1)c1ccc(C)c(C)c1	-4	-2
Cc1nc(-n2c(C)ccc2C)sc1C(=O)NC1CC1	-6	3
COc1ccc(CC(=O)Nc2cccc(NC(=O)Cc3ccc(OC)cc3)c2)cc1	5	4
N#CCCSc1nc2ccccc2s1	·	-9
Cc1cc(C)nc(N=C(NC(=O)Nc2cccc(Cl)c2)Nc2ccccc2)n1	-7&-2	1&-8
CCCCC(=O)N1CC(C)C(c2nc(-c3ccccc3)no2)C1 (configuration not stated)	-4	0
CC(=O)Nc1cccc(N2CC(C(=O)Nc3ccc(Cl)cc3F)CC2=O)c1 (configuration not stated)	-2	-10
CSc1sc(C)cc1C1C(C(=O)Nc2ccccn2)=C(C)NC2=C1C(=O)CCC2 (configuration not stated)	-6&0	15&10
COc1cccc(/C=c2\sc3nc(-c4ccc(Br)cc4)nn3c2=O)c1	-1	0
COc1ccc(C(NC(=O)C(C)C)c2ccc3cccnc3c2O)cc1 (configuration not stated)	10	100*
CNc1nc(N)c(C(=O)C(C)(C)C)s1	·	2
O=C(NC1CC1)c1cc(-c2cccnc2)nc2ccccc12	-8	-15
O=C1OC(c2ccccc2F)=N/C1=C\c1ccccc1Cl	11	-5
CCCCCNC(=O)C1CC(=O)OC12CCCCC2 (configuration not stated)	2	-6
O=C(NCc1ccncc1)C(=O)Nc1cccc(Cl)c1Cl	-3	-1
Cc1nn(-c2nc3ccccc3s2)c2c1C(c1cccc(O)c1)CC(=O)N2 (configuration not stated)	-3	7
CCCN=Cc1c(CCC)[nH]n(-c2nc3ccccc3s2)c1=O	-7	3
Cc1ccc(-n2nc(C)c3sc(N4CCCN(C(=O)c5ccnn5C)CC4)nc32)cc1	-5	28
Cc1cc(OCC(=O)N(C)c2ccc(F)cc2)nc(N2CCC(C)CC2)n1	-4	3
CCCn1cc(C2=CCN(S(=O)(=O)c3cccc(C)c3)CC2)c2cccnc21	-7	20
Cc1[nH]nc2c1C(c1ccccc1OCc1ccccc1Cl)CC(=O)N2 (configuration not stated)	2	-9
Cc1cc(NC(=O)CC2COc3ccccc3NC2=O)ccc1Br (configuration not stated)	1	-2
COc1cc(Cl)ccc1C(=O)N1CCC(COc2ccc(C(=O)NC(C)C)cc2)CC1	-3	17
COc1cccc(NC(=O)CN2CCC(c3nc(-c4ccccc4)no3)CC2)c1	-1	-3
Cc1oc2c(C)c3oc(=O)c4c(c3cc2c1C)CCCC4	-1	2
CC(C)NC(=O)c1ccc(CN2C(=O)CSc3ccccc32)o1	-3	-2
O=C(CSc1nc2ccccc2[nH]1)Nc1ccccc1C(F)(F)F	-1	1
CC(=O)N=c1sccn1CC(=O)c1ccc([N+](=O)[O-])cc1	-4	-2
CN(Cc1ccccc1)C(=O)C1c2ccccc2CCN1C(=O)C1CC1 (configuration not stated)	2	18
CCOC(=O)N1CCC(NC(=O)c2cccnc2N2CCNC(c3ccccc3)C2)CC1 (configuration not stated)	-12	4
Fc1ccc(CN2CCCN(C(=S)Nc3ccc(F)cc3)CC2)cc1	-7	·
Cc1nc2c(sc3cccc(F)c32)c(=O)n1CC(=O)NC1CCCCC1	-4	-8
Cc1ccccc1Oc1nccnc1N1CCCC(C(=O)Nc2cccc(F)c2)C1 (configuration not stated)	-3	-9
CN1C/C(=C/c2ccco2)C(=O)/C(=C/c2ccco2)C1	·	30
COc1ccc(-c2nc(C)c(CCNC(=O)C3CCCC3)s2)cc1	-6	2
CCOC(=O)c1c(C(C)(C)C)oc2ccc(OCc3ccc(C(=O)OC)cc3)cc12	-8	-8
Cc1cc(O)c(C(c2ccc(O)cc2)c2c(O)cc(C)oc2=O)c(=O)o1	3	3
Cc1cc(C)cc(N2C(=O)C3N=NN(c4cc(C)cc(C)c4)C3C2=O)c1 (configuration not stated)	2	-10
Cc1cccc2nnc(N3CCCC(C(=O)NCCC(C)C)C3)n12 (configuration not stated)	2	2
COc1ccc(-c2cc3nc4c(c(=O)n3[nH]2)CN(C(=O)CC(C)C)CC4)cc1	3	2
COc1ccc(C2C(C(=O)Nc3cccc(OC)c3)c3cc(OC)c(OC)cc3C(=O)N2C)cc1 (configuration not stated)	-6	30
CC1(C)CC(=O)c2cc(C#N)c(SCC(N)=O)nc2C1	-3	-6
Cc1ccc(C)c(C(=O)N2CCC(c3nc(CCNC(=O)C(C)C)cs3)CC2)c1	-4	11
O=C(COc1ccc(Cl)cc1Cl)Oc1ccc2ccccc2c1C1SCCS1	-3	·
Nc1ccc2nc(SCC(=O)NC3CC3)sc2c1	6	2
Cc1nc(C(=O)NCCCN2CCC(C)CC2)c(C)n1C1CCN(C)CC1	-1	9
Cc1cc(C(=O)N2CCOCC2)c2cccc(Cl)c2n1	-2	14
Cc1cc2ncn(CC(O)COc3ccccc3Cl)c2cc1C (configuration not stated)	-5	18
O=C(NCc1ccco1)C(=O)NCC(c1ccco1)S(=O)(=O)c1ccc(F)cc1 (configuration not stated)	-8	-4
Cc1ccc(C2c3sc(=O)[nH]c3SC3C4CC(C5C(=O)N(CCC(=O)O)C(=O)C45)C23)cc1 (configuration not stated)	-1	12
Cc1ccc(OCC(=O)N2CCC(CCOc3cccnc3)CC2)cc1	-4	2
CC(=O)c1cccc(NC(=O)N2CCc3nc[nH]c3C2)c1	-5	0
COc1ccc(C2CC(=O)C=C(NCc3ccc4c(c3)OCO4)C2)cc1 (configuration not stated)	-11	3
CC1CCCN(CCCNC(=O)CN2C(=O)/C(=C/c3ccccc3F)Sc3ccccc32)C1 (configuration not stated)	-1	6
O=C1CC2c3ccccc3C1C1C(=O)N(c3cccc(C(F)(F)F)c3)C(=O)C21 (configuration not stated)	2	3
CSc1nnc2c(n1)OC(/C=C/c1ccccc1[N+](=O)[O-])Nc1ccccc1-2 (configuration not stated)	2	15

Whole records, looked up by structure. Order of values: Pf apPOL inh | mHTT CaM bind
CC1CCCN(CC2CCN(S(=O)(=O)Cc3ccc(Cl)cc3)CC2)C1 (configuration not stated) is listed as -1 | 0
CNc1nc(N)c(C(=O)C(C)(C)C)s1 is listed as · | 2
O=C(NCc1ccco1)C(=O)NCC(c1ccco1)S(=O)(=O)c1ccc(F)cc1 (configuration not stated) is listed as -8 | -4
Cc1ccc(OCC(=O)N2CCC(CCOc3cccnc3)CC2)cc1 is listed as -4 | 2
COc1ccc(-c2nc(C)c(CCNC(=O)C3CCCC3)s2)cc1 is listed as -6 | 2

Following part:
molecule	Pf apPOL inh	mHTT CaM bind
CSc1nc2c(c(=O)[nH]1)C(c1ccc(Cl)cc1)c1c(nc(SC)[nH]c1=O)O2	0	1
Cc1sc(NC(=O)COc2ccccc2)nc1-c1ccccc1	-6	-6
O=C(NC1CCCC1)c1c[nH]c2ncccc12	27	12
C=CCN(c1ccccc1C(=O)O)S(=O)(=O)c1ccc(NC(=O)OC)cc1	3	0
Cc1ccc(NC(=O)c2cccc(S(=O)(=O)N3CCCCCC3)c2)c(C)c1	-8	3
CSc1ccc(C2C(C#N)=C(N)OC3=C2C(=O)CC(c2ccccc2)C3)cc1 (configuration not stated)	-10	22
O=C(CSc1nnc(Cc2ccccc2)o1)N1CCOCC1	1	-5
CC(=O)C1=C(O)C(=O)N(c2cccc(C(=O)O)c2)C1c1ccc([N+](=O)[O-])cc1 (configuration not stated)	-7	-3
COc1ccc(C(CC(=O)N2CCCCC2)c2c(O)cc(OC)cc2OC)cc1 (configuration not stated)	-2	16
Cc1ccc(-c2cc(C(=O)N3CCN(c4ccccc4)CC3)ccn2)s1	27	1
O=C(Nc1ccc(Br)cc1)c1ccccc1Cl	2	-11
COc1cc(C(=O)N2CCN(C(=O)COc3ccc(Cl)cc3)CC2)cc(OC)c1OC	-3	14
O=S(=O)(NC1Cc2ccccc2C1)c1cccc(Cl)c1	6&-2	·
O=C(N/C(=C\c1cccc(F)c1)C(=O)N1CCSCC1)c1ccccc1Br	-3	8
O=c1[nH]cnc2c1C(c1cccc([N+](=O)[O-])c1)c1c(nc[nH]c1=O)O2	-4	20
O=C(NCCN1CCCC1)c1ccc2ncnc(N3CCCC3)c2c1	-4	-4
COCc1cc(=O)n2[nH]c(C)c(-c3ccc(OC)cc3)c2n1	0	0
CCc1nc2c(NC(=O)c3ccccn3)cccn2n1	-12	15
Cn1c(C2CCN(C(=O)Nc3ccc(F)cc3)CC2)cc(=O)n2nccc12	-3	-7
CCC(CC)C(=O)Nc1ccc(OC)cc1[N+](=O)[O-]	-5	7
CC1C(=O)NCCN1C(=O)c1ccc(S(C)(=O)=O)cc1 (configuration not stated)	-2	-8
COc1cc(C(=O)N2CCC(CC(=O)NC(C)Cc3ccco3)CC2)cc(OC)c1OC (configuration not stated)	-6	5
O=C(NCCc1cccs1)c1cnn2c3c(cnc12)CCCCCC3	-2	-5
NC(=O)c1c(NC(=O)C2CCCO2)sc2c1CCCC2 (configuration not stated)	·	8
CC(C)c1nn2c(N)c(C=C3C=CC(=O)C=C3)c(=O)nc2s1	-10	4
CC(=O)Nc1ccccc1C(=O)N1CCN(c2cccc(C)c2C)CC1	-5	14
Cc1ccc2cc3cc(C(=O)N(C)c4ccc(Br)cc4)oc3nc2c1	0	-8
CCCCC(=O)N1CCc2cc(OC)c(OC)cc2C1COc1ccc(C(=O)OC)cc1 (configuration not stated)	3	18
COc1ccc(OC)c(NC(=O)CN2C(=O)C3(OCCCO3)c3ccccc32)c1	-10	43
CCCN(C)C1CN(Cc2cn(Cc3ccc(C)cc3)nn2)S(=O)(=O)C1 (configuration not stated)	-7	-2

5 structures from above, arranged by formula weight, low to high.
molecule	Pf apPOL inh	mHTT CaM bind
O=C(NC1CCCC1)c1c[nH]c2ncccc12	27	12
COCc1cc(=O)n2[nH]c(C)c(-c3ccc(OC)cc3)c2n1	0	0
Cc1sc(NC(=O)COc2ccccc2)nc1-c1ccccc1	-6	-6
Cn1c(C2CCN(C(=O)Nc3ccc(F)cc3)CC2)cc(=O)n2nccc12	-3	-7
COc1ccc(C(CC(=O)N2CCCCC2)c2c(O)cc(OC)cc2OC)cc1 (configuration not stated)	-2	16

Remaining list, next part:
molecule	Pf apPOL inh	mHTT CaM bind
COc1cccc(C(=O)N2N=C(c3cccc(Br)c3)CC2(O)C(F)(F)F)c1 (configuration not stated)	0	26
O=C(NCc1cccs1)C1CN(C(=O)c2cccs2)CC12CCCCC2 (configuration not stated)	-3	5
CS(=O)(=O)c1ccccc1C(=O)NCC1CN(c2ccc(F)cc2)C(=O)O1 (configuration not stated)	-4	-8
O=C(CSCc1ccc([N+](=O)[O-])cc1)Nc1ccccc1	-4	-1
COc1ccc(C2=NOC(C(=O)NCCCN3CCOCC3)C2)cc1 (configuration not stated)	-1	0
Cc1cccc(C(=O)N2CCC(c3nc(C(=O)N(C)C)c(C)o3)CC2)c1	-2	-10
Cc1nn(C)c2sc(C(=O)NCc3ccc(N4CCN(C)CC4)cc3)cc12	1	·
Cc1cccc(N2CCN(C(=O)CC(C)c3ccccc3)CC2)c1C (configuration not stated)	-4	1
Fc1ccc(C2C3=C(Nc4ncnn42)c2ccccc2OC3c2cccc(F)c2)cc1 (configuration not stated)	-5	27
COc1cc(C=C2Oc3c(ccc(O)c3CN3CCN(CCO)CC3)C2=O)cc(OC)c1OC	-30	2
COC(=O)CCCn1cc(CN2CC(N3CCN(CCN(C)C)CC3)CS2(=O)=O)nn1 (configuration not stated)	1	-1
N#Cc1ccc(NCCc2ccccn2)c([N+](=O)[O-])c1	-6&-13	·
Cc1nc(C)c(C(=O)N2CCN(c3nc4ccc(S(C)(=O)=O)cc4s3)CC2)s1	-6	-9
COc1ccc(Oc2coc3cc(OC(=O)c4ccc(OC)cc4)ccc3c2=O)cc1	-1	-5
N#CC1=CN(c2ccc(Br)cc2)c2cc(F)ccc2S1(=O)=O	-1	-7
Cc1cc(C)cc(N2C=C(C#N)S(=O)(=O)c3ccc(F)cc32)c1	2	-5
NNc1ncnc2sc3c(c12)CCN(Cc1ccccc1)C3	0	90*
CC(=O)c1c(C(C)=O)c(C)n(-c2nc(-c3ccccc3)c(C)s2)c1C	0	-3
C=C(C)COc1ccc2c(c1)OC(=Cc1ccc(C)cc1)C2=O	-6	-5
Cc1c(Br)c([N+](=O)[O-])nn1CC(=O)N1CCCCCC1	6	-3
CCn1cnnc1C1CCCCN1C(=O)CCc1c(C)nn(C)c1C (configuration not stated)	-3	-2
O=C(NCCN1CCN(C(=O)c2cccc([N+](=O)[O-])c2)CC1)C(=O)Nc1ccccc1	-6	-7
COc1ccc(C(=O)N2CCCC(c3cccc(C(=O)NC4CC4)c3)C2)cc1 (configuration not stated)	-1	4
CCOC(=O)Cn1cc(CN2CCS(=O)(=O)N(Cc3ccc(Cl)cc3)C(C(=O)OC)C2)nn1 (configuration not stated)	4	4
CCS(=O)(=O)N1CCc2c(c(-c3nc(-c4ccc(F)cc4)no3)nn2C)C1	-3	-8

Screening results: PubChem BioAssay, University of Kansas High Throughput Screening Laboratory
